Assay outcomes deposited in PubChem by several laboratories.
NR2E3 ag-1: NR2E3 (human) agonism; GST-NR2E3/biotin-RetCOR TR-FRET, 1536-well; 0.12% of 320,000 active; AID 2300; inhibition of corepressor binding, % at 4.78 µM; Q9Y5X4;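 active means percent inhibition above the cutoff of mean plus 3 SD of all tested compounds, set per screening campaign, cut at about 20% in these data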;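 further: 0% = DMSO wells and 100% = biotin wells as full block of FRET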
Target sequence (Q9Y5X4 whole entry, looked up): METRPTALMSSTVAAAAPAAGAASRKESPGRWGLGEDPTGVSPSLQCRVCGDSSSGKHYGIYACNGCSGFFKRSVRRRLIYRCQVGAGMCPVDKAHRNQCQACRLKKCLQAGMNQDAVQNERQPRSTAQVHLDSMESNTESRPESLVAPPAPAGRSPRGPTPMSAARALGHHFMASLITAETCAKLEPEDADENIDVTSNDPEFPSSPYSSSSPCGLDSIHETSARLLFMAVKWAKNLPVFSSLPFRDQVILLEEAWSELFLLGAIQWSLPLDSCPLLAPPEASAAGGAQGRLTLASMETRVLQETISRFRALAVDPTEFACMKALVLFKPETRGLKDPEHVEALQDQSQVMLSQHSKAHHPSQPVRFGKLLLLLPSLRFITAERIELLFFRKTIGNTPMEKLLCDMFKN
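Material: NR2E3–RetCOR corepressor complex / Incubation: Compound–protein incubation for 5 h at 4 °C / Dosing: compound at 4.8 µM, single dose / Detection: time-resolved FRET / Benchmarks: high control biotin, low control 0.6% DMSO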
Shn3 3UTR inh: reduces Shn3 3'UTR luciferase signal in osteoblasts; Clone20 osteoblast Shn3 3'UTR firefly luciferase, 24 h; AID 588674; inhibition, % at 12.5 µM; 0.52% of 360,000 active;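 active means mean inhibition of at least 75% with every replicate also reaching 75%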;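 further: 0% = median of neutral control wells and 100% = pilot-screen positive control compound; some compounds past the cut are filed as inactive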
Vif inh: HIV Vif inhibition; HEK293T cells, Vif self-association by quenched fluorescence, imaging, 24 h; inhibition, % at 7.49 µM; 0.35% of 340,000 active; in the data active means inhibition above about 50%, passing the limit was not always enough; further: some results filed as inactive read as strong as hits
KKLEB tox: CF airway cell cytotoxicity counter-screen; KKLEB CF airway cells viability, ATPlite luminescence, overnight; stronger effect = lower value; cells stimulated with P. aeruginosa culture filtrate; activity change (cytotoxicity), % at 5 µM; 0.36% of 360,000 active;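 active means corrected activity change at or below -50% at 5 µM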
PDI inh: blocks human protein disulfide isomerase activity; P07237; PDI insulin aggregation turbidity, A650, 90 min; inhibition, % at 10 µM; 0.052% of 350,000 active; AID 588391;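 active means mean inhibition across replicates of 30% or more, whatever share of single replicates reach that level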;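 further: absorbance from insulin aggregation driven by PDI reduction with DTT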
Target sequence (P07237 whole entry, looked up): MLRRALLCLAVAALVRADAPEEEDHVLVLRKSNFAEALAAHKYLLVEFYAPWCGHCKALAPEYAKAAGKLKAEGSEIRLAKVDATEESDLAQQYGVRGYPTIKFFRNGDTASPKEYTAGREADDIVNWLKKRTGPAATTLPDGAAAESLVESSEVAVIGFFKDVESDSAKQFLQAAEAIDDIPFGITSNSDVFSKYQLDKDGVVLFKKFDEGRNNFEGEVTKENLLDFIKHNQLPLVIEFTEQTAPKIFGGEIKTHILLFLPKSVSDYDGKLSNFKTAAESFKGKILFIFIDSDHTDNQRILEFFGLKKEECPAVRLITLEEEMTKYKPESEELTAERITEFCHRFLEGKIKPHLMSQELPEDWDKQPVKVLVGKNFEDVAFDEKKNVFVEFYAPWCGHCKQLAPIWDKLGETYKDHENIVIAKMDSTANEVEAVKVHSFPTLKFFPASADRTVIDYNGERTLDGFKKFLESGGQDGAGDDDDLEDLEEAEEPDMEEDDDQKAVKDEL
CF NFkB block: cystic fibrosis NF-kB activation inhibition; KKLEB NF-kB-GFP reporter, PAF-induced, GFP fluorescence overnight; inhibition, % at 5 µM; 0.86% of 360,000 active;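 active means at least 50% inhibition at 5 µM, scaled per plate between neutral and stimulator controls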;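 further: PAF is a Pseudomonas aeruginosa culture filtrate used as stimulus; plate controls were PAF-stimulated DMSO wells for no effect and unstimulated DMSO wells for full effect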
HIF-2a block: inhibitors of HIF-2a | 786-0 RCC cells HIF-2a reporter, luciferase luminescence, overnight | inhibition, % at 18.8 µM | AID 624352 | 0.72% of 360,000 active;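 active means inhibition of the luminescence signal of 40% or more relative to plate controls, in a single-dose primary screen at 18.75 µM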
NR2E3 ag-2: human photoreceptor-specific nuclear receptor agonism; Q9Y5X4; CHO-S Gal4-NCOR/VP16-NR2E3 two-hybrid, luciferase; inhibition of corepressor binding, % at 3.98 µM; 0.35% of 360,000 active; AID 602229;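 active means inhibition above the mean of all tested compounds plus 3 SD, cut at about 70% in these data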;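 further: 0% = DMSO with NR2E3 transfected cells and 100% = cells lacking NR2E3 construct; higher means lower luciferase signal from less NR2E3 corepressor binding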
TRPM1 prom inh: reduces MITF-dependent TRPM1 promoter luciferase signal | inhibition, % at 12.5 µM | 0.83% of 330,000 active | SK-MEL-5 TRPM1 promoter luciferase, 24 h;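 active means mean inhibition across replicates of 60% or more, whatever share of single replicates reaches that level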; further: values of inactives mirror those of a sister screen read the other way
Peg3 prom inh: Peg3 promoter activity inhibition; HeLa PEG-Prom luciferase reporter, luminescence, overnight; 1.7% of 360,000 active; inhibition, % at 20 µM;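 active means inhibition of at least 50% at 20 µM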
CaV13 ICDI inh: Disruptors of the CACNA1D IQ motif to Ca2+-dependent inactivation inhibitor domain association, primary screening, Förster resonance energy transfer in intact living …. HEK cells, CFP/YFP FRET ICDI-IQ, plate reader, 10 min; percent FRET-ratio fall versus neutral wells. inhibition, % at 12.3 µM. 0.098% of 340,000 active. AID 743397;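 active means mean replicate inhibition of at least 30% and at least 1% of replicates passing that level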;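 further: 0% = median of the neutral control wells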
An asterisk follows results filed as active; . = not tested or not shown. Some of the compounds tested; the hit share may differ from the screen's.

SMILES	NR2E3 ag-1	Shn3 3UTR inh	Vif inh	KKLEB tox	PDI inh	CF NFkB block	HIF-2a block	NR2E3 ag-2	TRPM1 prom inh	Peg3 prom inh	CaV13 ICDI inh
COC1=CC(=O)O[C@@H](/C=C/c2ccccc2)C1	1	-25	-2	-6	-4	-2	-56	1	-33	-53	-5
CCN1C(=O)N(CC)C(=O)C2(Cc3ccccc3N3CCN(c4ccccc4)CC32)C1=O (centres undefined)	-1	.	7	0	-4	3	-96	-39	.	-69	-20
CC1(C)CN=C(NCc2ccccc2)S1	2	1	-2	6	7	-20	-2	13	-16	7	-4
C=C1C(C)C2C(Cc3ccccc3)NC(=O)C23C(OC(C)=O)C=CC(C)(O)CC(C)CC=CC3C1O (centres undefined)	.	37	-6	-67*	-2	53*	10	41	-1	-16	-7
CCN1C[C@]2(C)CC[C@H](O)[C@]34C1[C@H](C[C@H]23)[C@@]1(O)C[C@H](OC)[C@H]2C[C@@H]4[C@@H]1C2O (some centres undefined)	9	13	-1	-10	-1	-12	5	-5	-5	6	-4
COC(=O)C(O)(c1ccc(NC(=O)NC2CCCCC2)cc1)C(F)(F)F (centres undefined)	1	-30	1	-5	7	-14	-174	-47	-42	-150	.
Cc1cc(NC(=O)C(Cl)(Cl)Cl)no1	-2	9	8	0	4	8	14	-8	-4	6	-5
COc1ccccc1N1C(=O)NC(=O)/C(=C\c2cnn(-c3ccccc3)c2)C1=O	4	5	34	3	0	-4	7	6	17	17	-5
CC(C)C(NC(=O)C(C(C)C)N(C)C)C(=O)N(C)C(C(=O)N1CCCC1C(=O)N1CCCC1C(=O)NCc1ccccc1)C(C)C (centres undefined)	.	-15	-5	-42	-1	64*	31	43	65*	-3	-6
CC(C)CN(CC(C)C)C(=O)C1C2c3ccccc3C(c3ccccc32)C1C(=O)O (centres undefined)	.	-4	10	10	8	-8	5	17	-10	10	-4
C=CCC1(CN2CCCCCC2=O)C(=O)NC(=O)NC1=O	3	-11	2	0	8	-3	13	-11	-8	14	.
CCOC(=O)C(=CNc1ccc(C(O)(C(=O)OCC)C(F)(F)F)cc1C)C(=O)OCC (centres undefined)	1	54	1	-14	-8	9	28	-26	26	27	-2
CC(C)CCC1(CCO)C(=O)NC(=S)NC1=O	.	9	-12	-13	3	-4	-1	23	-9	9	-5
O=c1c2ccccc2nc(/C=C/c2ccc3c(c2)OCO3)n1-c1cccc(O)c1	-2	-17	5	7	-5	-9	16	7	0	-126	-5
O=C(c1ccc2c(c1)OCO2)C1CCCN(CC2CCCCC2)C1 (centres undefined)	4	-2	-5	5	-11	2	16	-15	-10	18	-4
c1ccc(C2CC3CC(c4ccco4)N2O3)cc1 (centres undefined)	0	4	27	9	-3	-6	5	-18	-3	-3	-5
COC(=O)COc1cc(C)cc2oc(=O)c3c(c12)CCCC3	1	5	3	7	-1	5	4	-4	8	-10	-8
CCc1ccccc1NC(=O)CSc1nnc([C@@H](N)Cc2c[nH]c3ccccc23)o1	-1	10	-3	-6	10	10	-2	16	1	10	-5
Cc1cc2c(s1)NC(=O)CN=C2c1cccs1	1	-11	7	1	-9	3	16	-17	9	24	-5
COc1ccc(C)cc1NC(=O)N1CCC2(CC1)OCCO2	0	-1	0	8	-3	-15	22	-4	-2	7	-7
COC(=O)C1=C(c2ccc(Cl)c(C(F)(F)F)c2)C[C@@H]2CC[C@H]1N2C(=O)NCCCOC(C)C	1	2	19	-1	-5	3	16	25	19	-10	.
O=C(CCN1C(=O)COc2ccccc21)N1CCC2(CC1)OCCO2	0	-10	-2	4	-12	-16	-7	-13	6	-16	-9
Cc1ccccc1CS(=O)(=O)Cc1ccc(C(=O)N2CCC3(CC2)OCCO3)o1	-1	-13	-17	-3	-3	10	7	-2	10	9	-5
CC(C)(C)C(=O)N1Cc2cnnn2-c2ccccc2C1C#N (centres undefined)	.	-16	.	4	16	-8	0	-15	-3	3	-6
N=c1sccn1Cc1ccccc1F	.	-3	-2	7	-1	5	16	6	-8	-7	-4
O=C1NC(=O)C2(Cc3ccccc3N3CCCC32)C(=O)N1 (centres undefined)	0	-5	5	6	-4	-1	8	-47	12	5	-9
c1cc(C2N3CCCN2CC3)ccn1 (centres undefined)	5	-37	-3	4	-2	0	2	-24	0	-7	-19
CN1CCc2nc(N)c(C#N)c(-c3ccccc3)c2C1	5	15	11	11	-2	-2	20	-22	-2	18	-7
O=C(NCCO)c1nsnc1NCCCl	0	7	-5	-1	-2	14	8	32	1	-3	-2
O=C1/C(=C\c2ccc3c(c2)OCO3)N2CCC1CC2	-1	-14	-1	1	-3	-12	-18	-7	-2	-6	-8
COc1ccc(OC(=O)N(C)C[C@@H]2OCc3cnnn3CCCC(=O)N([C@H](C)CO)C[C@H]2C)cc1	.	-3	-1	25	-3	-5	2	3	.	6	-5
Cc1ccc(S(=O)(=O)N2CN3CCN(C3)C2)cc1	-3	-3	14	-5	-4	7	2	-7	8	0	-6
COc1ccc(OC)c(-n2c(O)c(C=Nc3c(C)n(C)n(-c4ccccc4)c3=O)c(=O)[nH]c2=O)c1	4	23	10	1	-1	7	6	-3	-2	-2	-5
COc1cc(C(O)CNC(C)C)cc(F)c1OC (centres undefined)	0	-5	55*	-2	-9	3	-14	7	-6	0	-5
O=C(COc1ccccc1)N1CCN(CC2CC=CCC2)CC1 (centres undefined)	2	-1	14	6	17	3	-1	-19	-1	9	-2
COc1ccc2c(c1)C13CCN4CC5=CCOC6CC(=O)N2C1C6C5CC43 (centres undefined)	.	10	1	-6	.	-7	4	20	.	8	.
NC(=O)Nc1cccc(C(F)(F)F)c1	1	-2	2	4	-2	-2	1	-17	-8	-12	-5
Cc1ccc(-c2nc3ccccc3c(=O)n2-c2cccc(O)c2)cc1	0	-1	-1	-14	5	0	6	-30	3	1	-4
Cc1cccc(-n2c(O)c(C=NCCN3CCCCC3)c(=O)[nH]c2=O)c1	0	11	2	5	4	-3	13	-15	1	6	-3
C#CCN1CCN(c2cccc(C(F)(F)F)c2)CC1	-2	2	8	-3	-5	8	5	-34	1	-6	5
CC1=C(/C=C/c2ccccc2)CCN(C)C1	3	-5	20	6	-2	5	-58	-2	-34	-33	-8
COC(=O)C1=C(c2ccc(-c3ccccc3)c(F)c2)C[C@@H]2CC[C@H]1N2C(=O)NCc1cccc2ccccc12	2	28	-2	-19	-2	14	14	-9	.	18	-10
CN=C1CN(O)C(c2ccccc2)c2cc(Cl)ccc2N1 (centres undefined)	.	-1	4	4	-1	2	14	-10	0	5	-6
CCCCN=C[C@]12CCC(O)CC1(O)CCC1[C@@H]2CC[C@]2(C)[C@H](C3C=CC(=O)O3)CCC12O (some centres undefined)	1	-31	-22	-72*	1	99*	55*	-24	78*	107*	-6
CC1CN=C(NCc2ccc(F)cc2)S1 (centres undefined)	3	-1	0	5	0	-3	-19	-7	-14	-7	-17
COc1ccc(-n2c(O)c(C(C)=NCc3ccc4c(c3)OCO4)c(=O)[nH]c2=O)cc1	1	7	3	2	-7	-7	3	-13	1	19	-3
CCCC12CN3CCN(C1)CC(CCC)(C3)C2=O	5	-18	3	8	0	-52	13	20	3	11	-6
COC(=O)c1cncn1C(C)c1ccccc1 (centres undefined)	-1	3	9	-4	-1	27	3	-19	3	14	-4
CCOc1nc(NC(C)C)nc(N2CC3CC(C2)c2cccc(=O)n2C3)n1 (centres undefined)	0	-2	-4	4	10	-2	15	13	-2	10	-3
C=CCSc1nc2c(c(-c3ccsc3)c1C#N)CN(C)CC2	0	16	-9	-3	-2	-11	14	-9	4	17	-3

The list goes on.
SMILES	NR2E3 ag-1	Shn3 3UTR inh	Vif inh	KKLEB tox	PDI inh	CF NFkB block	HIF-2a block	NR2E3 ag-2	TRPM1 prom inh	Peg3 prom inh	CaV13 ICDI inh
c1cc2c(cc1[C@H]1OC[C@H]3[C@@H]1CO[C@H]3c1ccc3c(c1)OCO3)OCO2	.	25	5	-11	-3	21	-100	8	-8	-131	11
O=[N+]([O-])NC1=NCCN1Cc1ccc(Cl)nc1	0	-3	0	0	-1	13	8	8	8	18	-6
C=Cc1cc(OC)c2c(c1)c(=O)oc1c2cc(OC)c2c(O)ccc(C3OC(C)C(O)C(C)(O)C3O)c21 (centres undefined)	.	12	-4	-25	2	79*	52*	-26	78*	106*	-6
CN(c1ccc(OCC(=O)N2CCN(C/C=C/c3ccccc3)CC2)cc1)S(=O)(=O)c1cccs1	1	67	-7	-2	0	-15	15	9	7	25	-4
O=[N+]([O-])c1[nH]cnc1Br	.	-8	2	-1	-4	20	4	26	11	2	-6
COc1cccc(O)c1CN1CCCC(C(=O)c2ccccc2SC)C1 (centres undefined)	3	38	-17	9	-2	8	9	-3	-11	-2	3
CC/C(=N\NC(=O)c1ccccc1O)c1c(O)n(Cc2ccccc2)c(=O)[nH]c1=O	1	-45	4	10	4	-10	19	-30	-4	25	-10
CCN(CCCl)c1cc(CN(C)C)cc(NC(=O)c2ccc(C(=O)Nc3cc(CN(C)C)cc(N(CC)CCCl)c3)cc2)c1	.	96*	5	-89*	10	80*	70*	-12	98*	101*	-2
ClC(Cl)(Cl)c1ccccc1	3	-14	-6	-3	.	14	-1	10	0	7	.
COc1ccc(CN2CCN(C(=O)Cc3ccccc3)CC2)cc1OC	.	-17	.	-1	0	-5	0	-26	.	-1	-5
c1ccc2c(c1)[nH]c1cnccc12	1	9	3	4	-19	-12	9	1	-5	-2	-6
O=C(COC(=O)Cc1ccccc1)NNC(=O)c1ccc([N+](=O)[O-])cc1	3	-5	1	-3	0	6	1	20	6	-15	-5
Cc1cc(=O)oc2cc3c(cc12)CCCN3	-4	-13	4	5	6	4	-40	-30	-28	-87	13
Cc1[nH]nc2ccc(-c3cncc(OC[C@@H](N)Cc4c[nH]c5ccccc45)c3)cc12	.	96*	-4	-87*	4	85*	75*	18	91*	100*	.
O=c1cccc2n1CC1CC2CN(Cc2c(Cl)cccc2Cl)C1 (centres undefined)	1	-8	12	-14	3	29	19	-3	0	21	-8
